MKP-3 inhibition = inhibition of rat DUSP6 enzyme activity – biochemical, in vitro, primary screen (AID 425); hit rate 0.17% among 110,000; recombinant MKP-3 phosphatase activity, fluorescence; higher % means a stronger effect; inhibition, % at 20 µM, or IC50 in µM where a hit was titrated; in the data active = inhibition above about 50%;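 note: plate controls were vehicle for no effect and reference inhibitor for full effect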
Hsp70 displacement = Hsp70 inhibitors, probe displacement, primary screen, biochemical, fluorescence polarization (AID 583); hit rate 0.06% among 140,000; displacement, % at 20 µM; hits with a dose series show IC50 in µM; Hsp70 fluorescence polarization probe displacement, mP; higher % means a stronger effect; in the data active = displacement above about 50%;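 note: plate controls were vehicle for no effect and reference ligand for full effect; a part of the inactive calls stands beside numbers as strong as those of hits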
* marks the source's active call; other numbers are inactive results; . = no result given; & = joins results of further samples. Only part of the results is shown; count on the stated rates, not on these rows.

SMILES	MKP-3 inhibition	Hsp70 displacement
Cc1ccc(C(=O)Nc2nc(-c3ccccc3)cs2)cc1[N+](=O)[O-]	-6.7%	2.2%
CC1C(c2ccccc2)N(C)CCC12NC(=O)NC2=O (stereo not drawn)	-8.8%	-3.8%
CCOC(=O)C(CSCC(=O)c1ccc(Br)cc1)NC(=O)OC(C)(C)C (stereo not drawn)	.	-3.3%
COCCN(CC(=O)NCC1CCCO1)C(=O)CCC(=O)Nc1cc(C)ccn1 (stereo not drawn)	.	2.9%
Cc1cc(C(F)F)n2nc(C(=O)Nc3cccc(C(F)(F)F)c3)nc2n1	-9.2%	-0.3%
CCOc1cccc(Oc2ccc(C(F)(F)F)cn2)c1	-0.3%	8.8%
O=C(CCS(=O)(=O)Cc1ccccc1)N1CCc2ccccc2C1	.	-8.2%
C=CCn1c(SCC(=O)Nc2ccccc2OC)nnc1-c1ccco1	5.4%	0.9%
CC1CCN(c2nc3c(c(=O)[nH]c(=O)n3C)n2CCSc2nc3ccccc3o2)CC1	.	-2.2%
CN(C)S(=O)(=O)c1ccc(C(=O)Nc2ccccc2F)cc1	.	5.3%
CCOC(=O)N1CCN(C(=O)CSc2nc(-c3cccc(C)c3)ns2)CC1	6.1%	0.6%
COc1ccc(CN(C(=O)c2cc3ccccc3oc2=O)C2CCCCC2)cc1OC	.	-0.2%
COc1cc(/C=c2\sc3nc4ccccc4n3c2=O)cc(Cl)c1OCCOc1ccc(Br)cc1	-2.3%	1.6%
COCCNC(=O)CN(C(=O)CCC(=O)Nc1cc(C)on1)c1ccccc1C	1.7%	0.5%
COc1ccc(N2CCN(CCNS(=O)(=O)c3cccc4nsnc34)CC2)cc1	-6.2%	-4.0%
CCOc1ccc(NC2=NC(C)(C)N=C(N)N2)cc1	-17.0%	6.4%
CC1=CCC(C(=O)N/N=C/c2cccs2)C(c2ccc(F)cc2)C1 (stereo not drawn)	.	-0.2%
COc1ccc(C(CNC(=O)c2cccnc2SC)N2CCOCC2)cc1 (stereo not drawn)	-6.5%	4.3%
CCC(=O)c1cc2c(cc1NC(=O)C(C)C)OCCO2	-3.3%	-1.6%
CC(=O)c1cccc(NC(=O)Cc2cccs2)c1	-3.7%&1.0%	-4.2%&2.4%
CC(=O)Nc1ccc(S(=O)(=O)NC(=O)C23CC4CC(CC(C4)C2)C3)cc1	-6.5%&-1.3%	3.5%&-2.4%
O=C(NCc1ccncc1)C1COc2ccccc2O1 (stereo not drawn)	.	1.1%
CCS(=O)(=O)N1Cc2ccccc2CC1C(=O)OCC(=O)Nc1ccc(C)cc1 (stereo not drawn)	-7.2%	0.7%
C/C(=C\c1ccc(Cl)cc1)C(=O)c1c(C)cc(C)[nH]c1=O	2.0%	0.7%
COc1cccc(-c2nnc(-c3ccncc3)o2)c1	-0.8%	-0.3%
O=C(O)c1ccccc1-c1ccccc1C(=O)N1CCCCC1	1.0%	-2.2%
CC1=C(C(N)=O)C(c2ccc3c(c2)OCO3)n2nc(-c3cccc(C)c3)nc2N1 (stereo not drawn)	-7.1%	-2.3%
Cc1csc(NC(=O)c2cc3c(s2)-c2ccccc2OC3)n1	-3.0%	-7.4%
COc1ccc(/C=C2\SC(=O)N(CCC(=O)Nc3cccc(C)c3)C2=O)cc1OC	1.4%	-4.5%
O=C(Nc1nnc(C(F)(F)F)s1)c1ccc(N2C(=O)C3C4C=CC(C4)C3C2=O)cc1 (stereo not drawn)	.	2.7%
COc1cc(Cl)cc(NC(=O)CCN2CCN(C)CC2)c1	-7.0%	-1.0%
CCC1Oc2ccc(C)cc2N(CC(=O)NCCc2ccc(OC)c(OC)c2)C1=O (stereo not drawn)	-2.1%	1.8%
CC(=O)Oc1ccc(C(=O)Nc2ccc3c(c2)C(=O)N(c2ccccc2)C3=O)cc1	0.1%	5.4%
O=C(COC(=O)c1cccc([N+](=O)[O-])c1)c1ccc(Br)cc1	-1.5%	5.7%
Cc1ccc2cc(C#N)c(N3CCCN(S(=O)(=O)c4ccccc4)CC3)nc2c1C	.	-1.4%
Cc1cc(NC(=O)c2ccc(Br)o2)no1	-1.1%	2.9%
COc1ccc(S(=O)(=O)NCc2ccc3c(c2)OCO3)cc1[N+](=O)[O-]	2.8%	-0.4%
Fc1ccc(Cn2nnc(-c3ccc(CN4CCOCC4)cc3)n2)cc1	-5.4%	3.5%
CCOC(=O)C(NCc1ccc(F)cc1)(NC(=O)c1ccccc1)C(F)(F)F (stereo not drawn)	.	0.7%
O=C(Nc1cccc2nsnc12)c1ccc(F)cc1	-15.7%	-2.3%
CN(Cc1nc2ccccc2c(=O)[nH]1)CC(O)COCc1ccco1 (stereo not drawn)	-1.7%	1.5%
NC(=O)C1C(c2ccccc2)=C1c1ccccc1	-5.3%	-3.3%
C=CCN1C(=O)/C(=C\c2ccccc2I)C(=O)NC1=S	4.0%	1.9%
Clc1ccc2c(c1)-c1nnc(Br)n1-c1ccccc1S2	.	3.1%
CC(C)CN1C(=O)/C(=C/c2ccc(O)cc2)SC1=S	3.2%	-14.5%

Complete entries from above. Values in the order: MKP-3 inhibition, Hsp70 displacement
Profile of COc1cccc(-c2nnc(-c3ccncc3)o2)c1 : -0.8%, -0.3%
Profile of Cc1cc(C(F)F)n2nc(C(=O)Nc3cccc(C(F)(F)F)c3)nc2n1 : -9.2%, -0.3%
Profile of COc1ccc(/C=C2\SC(=O)N(CCC(=O)Nc3cccc(C)c3)C2=O)cc1OC : 1.4%, -4.5%
Profile of NC(=O)C1C(c2ccccc2)=C1c1ccccc1 : -5.3%, -3.3%
Profile of C=CCn1c(SCC(=O)Nc2ccccc2OC)nnc1-c1ccco1 : 5.4%, 0.9%

Later entries.
SMILES	MKP-3 inhibition	Hsp70 displacement
CC1CN(CC(O)COc2ccc(C(=O)c3ccccc3)cc2)CC(C)O1 (stereo not drawn)	-1.5%	2.2%
CCN(CC)S(=O)(=O)c1cc(C(=O)NC2CCCCC2)ccc1C	-7.6%&1.1%	-0.3%&-1.1%
COc1ccc2c(c1)CC/C(=C\c1ccc(OC)c(Cn3cccn3)c1)C2=O	.	-9.6%
Cc1ccc(N2C(=O)NC(=O)/C(=C\c3ccc(I)cc3)C2=O)cc1	3.0%	-0.5%
CCn1c(-c2cc3ccccc3cc2O)n[nH]c1=S	.	-0.2%
O=C(C1CCCCC1)N(Cc1nc2sc3c(c2c(=O)[nH]1)CCCC3)Cc1cccs1	-3.1%	6.0%
CCCCOCC(O)CSCCCC (stereo not drawn)	-3.5%	3.6%
CC(C)(C)NC(=O)CSc1ccc(C(C)(C)C)cc1	.	1.0%
C/C(=N\n1nnnc1Nc1ccccc1)c1ccc(N)cc1	1.5%	1.4%
O=C(OCc1nc2ccccc2s1)c1cnccn1	-9.4%	-5.8%
CCC(=O)Oc1ccc2ccc(=O)oc2c1	0.9%	-6.3%
COc1ccc(OC)c(Nc2nc(-c3sc(C)nc3C)cs2)c1	-14.0%	2.8%
O=C1S/C(=C\c2cccc(Cl)c2Cl)C(=O)N1c1ccccc1	-1.6%	2.6%
COc1cc(/C=N\NC(=O)c2ccc(Br)cc2)cc(I)c1O	0.7%	0.2%
COc1cccc(-c2nc(CS(=O)CC(=O)NCc3ccccc3)c(C)o2)c1 (stereo not drawn)	1.9%	0.2%

Brought forward from above: 2 entries, followed by the next part.
SMILES	MKP-3 inhibition	Hsp70 displacement
COc1cc(/C=N\NC(=O)c2ccc(Br)cc2)cc(I)c1O	0.7%	0.2%
COc1cccc(-c2nc(CS(=O)CC(=O)NCc3ccccc3)c(C)o2)c1 (stereo not drawn)	1.9%	0.2%
O=C(O)C1CCCN1S(=O)(=O)c1cc(Cl)ccc1Cl (stereo not drawn)	-12.3%	8.9%
CN(C(=O)c1cccc(N2C(=O)C3CC=CCC3C2=O)c1)C1CCCCC1 (stereo not drawn)	3.6%	2.8%
Cc1cc(Br)ccc1NC(=O)c1ccc(NC(=O)C(C)(C)C)cc1	4.7%	.
N#CC1=C(N)Oc2cc3ccccc3cc2C1c1cccs1 (stereo not drawn)	.	0.7%
CC(=NC(C)C)C1=C(O)CCC1=O	-7.1%	-1.5%
C/C(=N\N1CCN(Cc2ccc(Cl)cc2)CC1)c1ccc(O)cc1	2.4%	6.0%
CC(=O)Oc1cc2oc(=O)c3c(c2cc1Cl)CCC3	-2.6%	2.0%
CCn1c(=N)n(CC(O)c2ccco2)c2ccccc21 (stereo not drawn)	-1.1%	3.6%
O=C(Oc1ccc(-c2cnc3ccccc3n2)cc1)c1ccc(Br)o1	.	4.5%
CCOC(=O)c1oc2ccccc2c1NC(=O)COc1cccc(OC)c1	-6.9%	-0.6%
Cc1cc(=O)oc(C)c1C(=O)NCc1c(F)cc(F)cc1F	-2.6%	-3.7%
O=C(CSc1nnc(Cc2ccccc2)n1Cc1ccco1)NC12CC3CC(CC(C3)C1)C2	-5.1%	-6.1%
CC(CNC(=O)CC(C)(C)C)NC(=O)CC(C)(C)C (stereo not drawn)	.	1.7%
O=C1/C(=c2\sc3nc4ccccc4n3c2=O)c2ccccc2N1Cc1ccccc1	0.3%	2.9%
O=C(CSc1ncn(-c2ccccc2)n1)Nc1nc(-c2ccccc2)cs1	.	6.1%

Ordered by SMILES length (descending): part of the list above
SMILES	MKP-3 inhibition	Hsp70 displacement
COc1cccc(-c2nc(CS(=O)CC(=O)NCc3ccccc3)c(C)o2)c1 (stereo not drawn)	1.9%	0.2%
O=C(Oc1ccc(-c2cnc3ccccc3n2)cc1)c1ccc(Br)o1	.	4.5%
CCC(=O)c1cc2c(cc1NC(=O)C(C)C)OCCO2	-3.3%	-1.6%
CCCCOCC(O)CSCCCC (stereo not drawn)	-3.5%	3.6%

The results go on.
SMILES	MKP-3 inhibition	Hsp70 displacement
COC(=O)CSc1nnc(-c2ccccc2OC)o1	-2.4%	1.9%
Cc1ccc(C)c(-n2nnnc2Sc2nnnn2-c2ccccc2)c1	-5.2%	-1.0%
CC1(N2CCOCC2)CC2(O)C(=[N+]1[O-])CCc1nonc12 (stereo not drawn)	-15.4%	2.3%
COc1ccc(NC(=O)c2ccc(OC)c(OC)c2)cc1OC	-1.6%	-7.4%
Cc1cc(S(=O)(=O)N2CCN(c3c(C)cccc3C)CC2)ccc1F	.	3.6%
Cn1c(=O)c2c([nH]c(=O)n2C)n(C)c1=O	-1.5%	5.7%
CC(C)Cc1ccc(C(C)C(=O)OCC(=O)c2c[nH]c3ccccc23)cc1 (stereo not drawn)	.	-0.9%
CC1CCCC(C)N1C(=O)Cn1cc(/C=C2/C(=O)Nc3ccccc32)c2ccccc21 (stereo not drawn)	.	4.5%
O=C(NCCOc1ccccc1)c1cc2ccccc2o1	-5.5%	0.6%
CCc1ccc(N2C(=O)NC(=O)/C(=C\c3ccc(Oc4ccc([N+](=O)[O-])cn4)cc3)C2=O)cc1	0.5%	-1.7%
CCCN1C(=O)c2ccccc2NC1c1ccc(OC)c(CSc2ccccn2)c1 (stereo not drawn)	0.2%	-3.2%
COc1ccc(S(=O)(=O)NCCc2csc(C)n2)cc1C	7.4%	-0.4%
O=C(CSc1nc2ccccc2s1)OCc1ccc([N+](=O)[O-])cc1	0.1%	1.9%
COc1ccccc1C(CCN(Cc1cccs1)C(C)=O)c1ccco1 (stereo not drawn)	-0.1%	-5.2%
CCC(=O)NCCc1nc2ccccc2[nH]1	.	-3.4%
COc1ccc(CCn2c(C)cc(C(=O)CSc3nc(N)cc(=O)[nH]3)c2C)cc1	.	0.2%
COc1ccccc1C(=O)NNC(=O)C(c1ccccc1)c1ccccc1	-0.3%	-4.6%
CCOc1ccc2c(c1)n([O-])c1c([n+]2=O)CCCC1	1.9%	2.1%
CCOC(=O)C1CCN(S(=O)(=O)c2ccc(C)cc2)CC1	.	4.9%
O=C1CC(c2ccc3c(c2)OCO3)Sc2nc3ccccc3n21 (stereo not drawn)	-3.7%	2.3%
Cc1ccc(S(=O)(=O)NC(CC(=O)O)c2ccccc2)c(C)c1 (stereo not drawn)	-5.0%	1.0%
O=C1CSC(c2cccs2)N1c1ccccc1 (stereo not drawn)	0.6%	1.5%
COc1ccc(C2C(C(=O)OC(C)C)=C(C)N=c3s/c(=C/c4c[nH]c5ccccc45)c(=O)n32)cc1 (stereo not drawn)	3.4%	-0.9%
CC(C)c1cccc(C(C)C)c1NC(=O)CN1C(=O)c2ccccc2C1=O	1.0%	-2.5%
CCCCOC(=O)Cn1cnc2ccc(Br)cc2c1=O	5.4%	2.2%
CCOC(=O)c1sc(NC(=O)c2cc3n(n2)C(C(F)(F)F)CC(c2ccc4c(c2)OCO4)N3)c(C(=O)OCC)c1C (stereo not drawn)	2.3%	-1.4%
CC1(C)NC(=O)N(CCOc2cccc(Cl)c2Cl)C1=O	-3.3%	4.9%
CCOC(=O)Cn1c(=O)oc2cc(S(=O)(=O)NCc3ccccn3)ccc21	4.0%	-1.0%
CCC(C)NS(=O)(=O)c1ccc(NS(C)(=O)=O)cc1 (stereo not drawn)	-4.8%	-0.2%
O=C(Nc1ccc(N2CCCCC2)c(Cl)c1)c1sc2ccccc2c1Cl	-2.3%	-4.2%
COc1ccc(Br)cc1C(=O)Nc1cccc2nsnc12	3.3%	1.7%
Cc1cc2ccccc2n2c(SCC(=O)NCc3cccs3)nnc12	.	-2.6%
C=CCc1ccc(OCCOCCN(C)C)c(OC)c1	.	2.4%
Cc1ccc(CSC2=NCCN2C(=O)c2ccco2)cc1	-4.2%	0.9%
O=C(CSc1nnc(-c2ccncc2)n1Cc1ccco1)Nc1ccccc1Cl	-5.4%	-2.2%
COc1ccc(N(C)C(=O)CCC(=O)Nc2ccc3nc(N4CCOCC4)cc(C)c3c2)c(OC)c1	3.7%	9.3%
CCOc1ccccc1N1C(=O)c2ccc(C(=O)Nc3cccnc3)cc2C1=O	3.1%	-0.7%
CC(=O)c1c(C)[nH]c(C(=O)OC2CCOC2=O)c1C (stereo not drawn)	5.5%	1.4%
CCOC(=O)c1cccc(NC(=O)CSc2nnc(-c3ccncc3)n2CCCOC)c1	-1.2%	-1.6%

Screens as filed in PubChem.
